MOR-DOR ag = OPRM1-OPRD1 heterodimerization agonism; P35372+P41143; cells, luminescence; activation, % at 9.3 µM; 340,000 tested, 0.3% active; AID 504326; in the data active = activation above about 18%;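 also: 0% = vehicle-treated cells and 100% = reference agonist; values of inactives mirror those of a sister screen read the other way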
Target sequence (P35372 whole entry, looked up): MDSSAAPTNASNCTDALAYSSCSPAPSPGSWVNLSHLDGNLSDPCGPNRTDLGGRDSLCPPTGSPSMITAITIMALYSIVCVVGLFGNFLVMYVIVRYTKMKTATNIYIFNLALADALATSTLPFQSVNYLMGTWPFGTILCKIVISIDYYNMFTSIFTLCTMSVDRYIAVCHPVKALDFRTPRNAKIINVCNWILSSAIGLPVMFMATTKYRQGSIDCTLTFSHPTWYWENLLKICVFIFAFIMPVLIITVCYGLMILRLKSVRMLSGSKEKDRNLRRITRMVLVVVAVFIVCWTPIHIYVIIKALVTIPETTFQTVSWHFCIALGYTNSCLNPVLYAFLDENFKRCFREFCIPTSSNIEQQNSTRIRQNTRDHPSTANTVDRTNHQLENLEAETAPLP
Target sequence (P41143 whole entry, looked up): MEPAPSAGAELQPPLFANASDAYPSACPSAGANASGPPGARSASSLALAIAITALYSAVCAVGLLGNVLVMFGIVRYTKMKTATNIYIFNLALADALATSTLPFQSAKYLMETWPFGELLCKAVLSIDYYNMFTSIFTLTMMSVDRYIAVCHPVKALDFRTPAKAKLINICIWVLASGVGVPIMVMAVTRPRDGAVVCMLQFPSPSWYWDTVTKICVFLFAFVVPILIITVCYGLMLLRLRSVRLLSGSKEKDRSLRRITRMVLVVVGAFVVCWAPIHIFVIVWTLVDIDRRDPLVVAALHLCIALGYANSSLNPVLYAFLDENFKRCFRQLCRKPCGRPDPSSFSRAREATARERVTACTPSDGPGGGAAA
Tat export inh = inhibitors of E. coli Tat protein transport; inhibition, % at 10 µM; 340,000 tested, 0.036% active; E. coli MC4100 TorA-mCherry Tat export, fluorescence;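 active = mean replicate inhibition at least 50% and at least half of replicates individually reaching 50%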;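 also: exported cargo escapes ClpAP degradation while cytoplasmic cargo is degraded and loses fluorescence; 0% = median of neutral control wells and 100% = median of NaSCN control wells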
E coli growth = counter-screen for AddAB inhibitors: E. coli growth inhibition; E. coli V3065 growth, OD600 absorbance, 18 h; inhibition, % at 11.9 µM; 330,000 tested, 0.27% active; AID 449728;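 active = inhibition above the campaign's mean inhibition across all tested compounds plus 3 SD, cut at about 9.9% in these data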;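 also: uninfected addAB+ strain grown without phage in ampicillin broth; 0% = DMSO wells and 100% = ciprofloxacin 0.95 µg/ml wells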
AddAB inh = less growth of phage-infected E. coli with AddAB; 330,000 tested, 0.29% active; E. coli expressing H. pylori AddAB, absorbance growth; AID 435030; inhibition, % at 11.9 µM; in the data active = inhibition above about 12%;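 also: 0% = vehicle wells of infected cells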
PKA-R1A activ = PKA-R1A complex activation. P00514+P68181. PKA-R1A dissociation, Cy5-IP20 fluorescence polarization; scaled: DMSO 0%, 113 µM cGMP 100%. activation, % at 11.4 µM. 340,000 tested, 0.083% active;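 active = percent activation above the mean of all tested compounds plus 3 SD, cut at about 19% in these data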;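 also: higher means more PKAc released from R1A so a rise in polarization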
MOR-DOR inv ag = inverse agonists of human mu-delta opioid receptor heterodimerization; P35372+P41143; cell-based MOR-DOR heterodimer luminescence, inverse agonism; inhibition, % at 9.3 µM; 340,000 tested, 0.21% active; AID 504357; in the data active = inhibition above about 22%, passing the limit was not always enough;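 also: 0% = cells with DMSO and 100% = wells without cells with DMSO; values of inactives mirror those of a sister screen read the other way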
PfHsp90 set2 = growth inhibition of yeast expressing Plasmodium Hsp90; S. cerevisiae expressing PfHsp90, BacTiter-Glo ATP, 48 h; yeast lacking PDR1 and PDR3 efflux regulators; inhibition, % at 9.4 µM; 310,000 tested, 0.32% active; AID 504621;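 active = every replicate shows inhibition above about 80%, whatever the replicate mean, limit read from the data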;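 also: 0% = DMSO neutral controls and 100% = 20 µM radicicol positive controls; yeast relying on Plasmodium falciparum Hsp90 in place of its own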
PKA-R2B activ = PKA-R2B complex activation; P22694+P31323; PKA-R2B holoenzyme dissociation, Cy5-IP20 fluorescence polarization; R2B truncated from residue 108, S112A mutant; 0% DMSO only, 100% 113 µM cGMP; activation, % at 11.4 µM; 340,000 tested, 0.079% active;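 active = activation above a cutoff set at the mean over all compounds plus 3 SD, cut at about 18% in these data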;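 also: higher means more holoenzyme dissociation and a rise in polarization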
SUMO Mot1 rescue = inhibitors of SUMOylation pathway: yeast Mot1-301 growth rescue; S. cerevisiae Mot1-301 growth rescue, ATP luminescence, 38.5C; percent above DMSO median, 100 means doubled; growth rescue, % at 18.8 µM; 320,000 tested, 1% active; AID 2716;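 active = every valid replicate shows activation above 250% relative to neutral control wells; inactive = the rest, any valid replicate at or below 250%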;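 also: OY570 slx delta 5 strain wells were the positive control but not used for scaling; some compounds called inactive have numbers as strong as hits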
HTR5A inv ctr = HTR5A inverse agonism, opioid heterodimer counter-screen; inhibition, % at 9.3 µM; HTR5A cell line, luminescence; AID 504634; 340,000 tested, 0.083% active; in the data active = inhibition mostly above about 23%, no sharp cut-off; inactive = mostly below about 18%;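 also: 0% = cells with DMSO and 100% = no-cell wells with DMSO; some compounds called inactive have numbers as strong as hits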
phage Ecoli inh = E. coli growth loss with phage present; growth absorbance; inhibition, % at 11.9 µM; 360,000 tested, 0.26% active; AID 651602; in the data active = inhibition above about 11%
* = called active by the depositor; · = not tested or not shown; & = joins results of further samples.

structure | MOR-DOR ag | Tat export inh | E coli growth | AddAB inh | PKA-R1A activ | MOR-DOR inv ag | PfHsp90 set2 | PKA-R2B activ | SUMO Mot1 rescue | HTR5A inv ctr | phage Ecoli inh
CC(OC(=O)C1=COCCO1)C(=O)NC(C)c1ccc(Cl)cc1Cl (stereo unspecified) | -2.9 | -2.3 | 0.3 | 0.6 | -14.3 | 14.2 | 40.9 | -2.7 | -1.8 | 8.0 | 2.8
COc1ccc(NC(=O)C2CCN(C(=O)C3CC(=O)N(c4ccc(C)cc4)C3)CC2)cc1 (stereo unspecified) | -1.7 | 8.6 | · | · | 3.7 | 8.7 | -9.9 | 3.7 | · | -3.1 | 1.3
CC1(C)CC2CC(C)(CN2C(=O)NC(=O)c2ccccc2)C1 (stereo unspecified) | -2.3 | -5.4 | 1.4 | 1.4 | 7.0 | 12.3 | -18.0 | -0.8 | -0.6 | 4.1 | 2.4
COc1cccc2cc(/C(=N/O)c3ccccc3)oc12 | 2.8 | 4.5 | 0.9 | -0.3 | -4.0 | -14.2 | -9.1 | -8.7 | · | -26.7 | 4.9
O=C1CNC(=O)/C1=C\N1CCCCC1 | 0.4 | -7.0 | -3.0 | 2.2 | -2.2 | -2.4 | · | -4.2 | 15.8 | -3.6 | -0.8
Cc1noc(C)c1COc1ccc(C(=O)OCC(=O)Nc2c(C)n(C)n(-c3ccccc3)c2=O)cc1 | -2.1 | -1.8 | -0.5 | 2.2 | -10.8 | 13.2 | 31.8 | -16.4 | 11.9 | -24.9 | 3.1
O=C(NCc1ccncc1)C(=O)NCc1ccco1 | -2.3 | -4.5 | -0.9 | 0.5 | -7.4 | 15.8 | 4.7 | 0.4 | 9.1 | 3.3 | 1.1
CCN1CCCC1CNC(=O)c1cc(S(=O)(=O)N(C)C)ccc1Cl (stereo unspecified) | -1.2 | -6.0 | -0.9 | -0.2 | 3.2 | 6.3 | -4.3 | -6.1 | -12.4 | -24.4 | -0.3
CCOC(=O)CC(=O)CSc1ncnc2c1nnn2-c1ccc(F)cc1 | -3.6 | -4.5 | -1.9 | -0.5 | -2.9 | 17.2 | · | -2.2 | 14.6 | 7.8 | -1.5
CCCCCCCC[n+]1cccc(C(=O)N2c3c(nc(N)[nH]c3=O)NC(C)C2C)c1 (stereo unspecified) | -0.7 | 0.3 | -1.0 | -1.0 | 1.0 | 4.7 | 29.1 | 2.6 | -8.8 | -14.8 | 1.7
CCCn1c(SCC(=O)Nc2cc(S(=O)(=O)N3CCOCC3)ccc2OC)n[nH]c1=O | -0.9 | -1.7 | 2.9 | 1.6 | 5.5 | 4.8 | 0.5 | 10.5 | 227.6 | -10.4 | 3.0
Cc1ccc(C)n1-c1nccc(-c2ccco2)n1 | 3.9 | -4.0 | -0.2 | -1.4 | -10.3 | -18.8 | · | -0.8 | -2.3 | 8.5 | 0.6
COCc1cc(=O)[nH]c(/N=C(\N)Nc2ccc(Oc3ccccc3)cc2)n1 | -0.2 | -4.1&-1.5 | -2.2 | 1.7 | -6.5 | 1.0 | 15.8 | 14.6 | -2.3&-18.5 | 6.9 | 2.5
O=C(NNS(=O)(=O)c1cc(Cl)cc(Cl)c1)c1sccc1-n1cccc1 | 1.6 | -5.2 | -0.6 | 1.5 | 1.9 | -9.8 | 62.5 | 1.9 | -5.3 | -13.4 | 1.3
O=S(=O)(c1ccccc1)c1nnn2c1nc(NC1CCN(Cc3ccccc3)CC1)c1ccccc12 | · | -4.0 | 1.3 | 2.4 | 3.6 | · | -3.5 | -9.7 | 0.6 | · | 1.9
COc1ccc(N=Nc2ccc(O)c3ncccc23)cc1 | -1.9 | -2.5 | 7.4 | 3.5 | 2.1 | 9.4 | 104.0* | -13.2 | -26.8 | 16.3 | 4.8
O=C(CNC(=O)c1ccc(-c2ccccc2)cc1)Nc1cccc(CO)c1 | -2.6 | -5.2 | -0.8 | -0.7 | 2.5 | 12.7 | 5.2 | 5.8 | 3.7 | 1.9 | 3.0
O=C1C2C3c4ccccc4C(c4ccccc43)C2C(=O)N1Cc1ccco1 (stereo unspecified) | -2.3 | 4.0 | -0.6 | 2.7 | -16.5 | 9.5 | -14.8 | -5.7 | -7.8 | -2.6 | 0.3
CCC(c1ccc(O)c(O)c1)C(CC)c1ccc(O)c(O)c1 (stereo unspecified) | 2.1 | 4.3 | · | · | 1.8 | -10.2 | -14.6 | -5.9 | · | -4.6 | ·
CC1CC1C(=O)OCC(=O)Nc1cccc([N+](=O)[O-])c1 (stereo unspecified) | -4.1 | 3.4 | 3.0 | 2.4 | 1.5 | 19.1 | -0.3 | 4.0 | 3.8 | 15.5 | 2.5

structure | MOR-DOR ag | Tat export inh | E coli growth | AddAB inh | PKA-R1A activ | MOR-DOR inv ag | PfHsp90 set2 | PKA-R2B activ | SUMO Mot1 rescue | HTR5A inv ctr | phage Ecoli inh
Cn1c(N)cc(=O)n(Cc2ccccc2)c1=O | -1.5 | -0.4 | -0.5 | 2.1 | -5.3 | 8.5 | 15.4 | 9.6 | 5.3 | 6.8 | 2.0
CCOC(=O)C1CCN(C(=O)C2CCN(S(=O)(=O)c3ccc4c(c3)CC(C)N4C(C)=O)CC2)CC1 (stereo unspecified) | -0.9 | -1.8 | -1.5 | 4.0 | -4.7 | 4.8 | 0.9 | 5.3 | -7.9 | -4.4 | 3.1
COc1ccc(CCNC(=O)Cc2cc(OC)c(OC)cc2Br)cc1OC | -1.8 | -6.8 | 1.4 | 1.7 | 7.9 | 9.4 | 5.5 | -2.1 | 5.8 | 5.3 | 1.9
COc1ccc(CC2(C)OC(c3ccc(C)c([N+](=O)[O-])c3)=NN2C(C)=O)cc1 (stereo unspecified) | 1.5 | 7.2 | -1.0 | 0.5 | -14.6 | -7.5 | 0.6 | -4.8 | -0.7 | 7.6 | -1.5
O=C(CSc1nc2ccccc2o1)Nc1ccc(Cl)cc1 | -0.3 | -0.9 | 1.4 | 3.5 | -9.3 | 1.2 | -17.9 | -0.9 | 4.2 | -17.1 | 4.4
CCCCn1c(N)c(N(CC(C)C)C(=O)c2ccc(-c3ccc([N+](=O)[O-])cc3)o2)c(=O)[nH]c1=O | 1.8 | 3.6 | -3.0 | -1.7 | -8.7 | -10.1 | -31.3 | -5.4 | -16.7 | 11.3 | -0.2
O=C(O)C1CCCN(C(=O)c2cccc3ccccc23)C1 (stereo unspecified) | -1.3 | 8.2 | -0.9 | 2.8 | 3.4 | 6.7 | -37.5 | -6.0 | 1.2 | -7.5 | 0.9
CCOC(=O)c1ccccc1N1C(=O)C2Sc3[nH]c(=O)sc3C(/C=C/c3ccccc3)C2C1=O (stereo unspecified) | -2.5 | 1.2 | 1.2 | 2.6 | -17.9 | 12.8 | -19.6 | -10.1 | 0.1 | 15.6 | 2.1
CCc1ccccc1NC(=O)C1CCCN(c2ncnc3onc(-c4ccc(F)cc4)c23)C1 (stereo unspecified) | 1.4 | -6.8 | -0.4 | -0.1 | -0.5 | -7.0 | -0.7 | -5.9 | 0.7 | 9.8 | 1.0
Cc1c(Cl)cnc(NC(=O)COC(=O)CNC(=O)c2ccccc2)c1Cl | 0.6 | 2.5 | 1.0 | 0.0 | -2.8 | -2.1 | · | -4.9 | -20.2 | -7.3 | 1.8
CN(CC(=O)NCc1cccs1)CC(=O)Nc1ccc(F)c(F)c1F | -1.1 | 6.0 | -3.0 | -3.5 | -8.3 | 4.4 | 13.6 | 1.0 | 8.6 | -4.7 | -0.7
Cc1c2cnn(CC(=O)NCCCN3CCCCC3C)c(=O)c2c(C)n1Cc1ccccc1 (stereo unspecified) | -1.8 | -2.5 | -2.2 | 0.2 | 5.9 | 10.4 | -8.1 | -3.8 | -3.3 | -4.4 | 2.7
Cc1ccc(S(=O)(=O)N(C)CCCC(=O)Nc2ccncc2)cc1 | -0.9 | 0.2 | 0.3 | 1.2 | -0.3 | 5.0 | 10.8 | -7.4 | -12.1 | 8.9 | 3.1
O=C(c1cc(COc2c(F)cccc2F)on1)N1CCN(C2CCCCC2)C(=O)C1 | -2.1 | -9.9 | 1.6 | -0.3 | 1.1 | 11.1 | -6.9 | 2.8 | -13.0 | 12.3 | 1.9
CN(CC(=O)Nc1ccccc1Br)C(=O)CNC(=O)c1cccs1 | -3.0 | -8.7 | -2.5 | -1.0 | -2.1 | 12.8 | 1.1 | -8.2 | 11.0 | 20.4 | 1.4
CCc1noc(C)c1C(=O)Nc1nc(-c2cccs2)cs1 | -1.7 | -0.7 | 0.8 | 0.2 | -5.7 | 11.0 | 18.7 | -9.8 | 1.0 | 2.7 | 2.5
O=C(N/N=C/c1cccs1)c1ccc(-n2cccc2)cc1 | -3.1 | -6.8 | -0.3 | 4.3 | 6.9 | 14.7 | 17.1 | 1.4 | 279.6 | 0.9 | 1.4
O=C1C(=O)c2c(ccc3ccccc23)-c2ccccc21 | 17.4 | 1.6 | · | · | -9.5 | -89.5 | -19.4 | -11.4 | · | -19.4 | 0.8
O=S1(=O)N=C(N/N=C/c2ccco2)c2ccccc21 | -1.8 | 0.1 | 1.6 | 2.0 | 1.7 | 8.6 | -1.2 | -9.9 | -20.7 | 0.2 | 6.5
NS(=O)(=O)c1cccc(NC(=S)NC(=O)c2cccc([N+](=O)[O-])c2)c1 | -4.8 | -4.0 | -0.1 | 1.2 | -4.1 | 25.0 | -15.4 | -0.5 | 7.5 | 8.0 | 0.6

structure | MOR-DOR ag | Tat export inh | E coli growth | AddAB inh | PKA-R1A activ | MOR-DOR inv ag | PfHsp90 set2 | PKA-R2B activ | SUMO Mot1 rescue | HTR5A inv ctr | phage Ecoli inh
CCOCCCNCc1cc(Br)ccc1OCc1ccccc1 | -1.8 | -4.9 | 2.4 | 5.6 | 9.0 | 9.5 | -7.3 | 3.5 | 3.0 | -11.5 | 5.6
O=C(Cn1cc(C(=O)C2CCCCC2)c2ccccc21)NCC1CCCO1 (stereo unspecified) | -0.9 | -3.6 | 0.5 | -1.1 | -2.3 | 4.9 | -0.3 | -0.7 | -2.3 | -0.1 | 0.9
CCN(CC(=O)Nc1ccc2c(c1)OCCO2)S(=O)(=O)c1ccc(F)cc1 | -1.1 | -3.6 | -2.5 | 2.0 | 7.4 | 6.7 | 1.3 | -1.2 | 7.4 | -26.6 | 1.3
CC1CC(=O)C2=C(C1)Nc1ncnn1C2c1ccccc1 (stereo unspecified) | -2.7 | -1.2 | 1.4 | 0.5 | -1.3 | 11.8 | -8.4 | -4.6 | 11.6 | -39.7 | 3.1
CS(=O)(=O)Nc1ccccc1C(=O)NCc1ccccc1Cl | -0.9 | -7.0 | -2.1 | 3.4 | 15.4 | 4.8 | -0.1 | -4.8 | 8.5 | -0.4 | 1.4
O=C(Nc1ccc(NC(=O)c2cccnc2Cl)cc1)c1cccc(Cl)c1 | -0.5 | -10.0 | -1.5 | 3.7 | 1.3 | 4.4 | -8.5 | 0.6 | -6.4 | -2.8 | 0.1
Cc1cc(C(=O)Nc2c(F)cc(F)cc2Br)c(C)o1 | -3.9 | -6.7 | 1.5 | 2.0 | -3.2 | 19.2 | 8.3 | -0.7 | -16.4 | 6.7 | 1.5
